# Rev-erbA mod: modulates human Rev-erb alpha binding to DNA; P20393; Rev-erbα–FITC-DNA binding, fluorescence polarization, 90 min; activity, % at 10 µM; 370,000 tested, 0.79% active; AID 1259318;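 active = activity above about 14%, limit read from the data; passing the limit was not always enough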;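 also: 0% = DMSO wells with 35 nM protein and 100% = DMSO wells with 750 nM protein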
# ARFGAP1 inh: inhibitors of rat ARFGAP1; 360,000 tested, 0.26% active; AID 651572; Q62848; Arfgap1-stimulated ARF1 GTP hydrolysis, GDP FP detection; inhibition, % at 16.5 µM;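 active = inhibition above a per-plate limit, mean inhibition of low control wells plus 3 SD, cut at about 25% in these data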;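 also: 0% = DMSO wells with enzyme and 100% = wells lacking Arfgap1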
#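 Assay system: purified rat His6-Arfgap1 residues 1-136 (GAP domain); Reagent: human Δ17 ARF1 bound to GTP; Dosing: 16.5 µM single point, 1.26% DMSO; Times: GTP hydrolysis reaction 2 h at 25 °C; Signal: FP, GDP Alexa 633 tracer displaced from anti-GDP antibody, 620/688 nm; Measure: % inhibition from polarization.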
# GC-A act: GC-A (human) enzyme activation; P16066; HEK293 GC-A cells, cGMP TR-FRET, EC30 ANP; 0% at EC30 ANP, 100% saturating ANP; activation, % at 10 µM; 370,000 tested, 0.14% active; AID 1671463; in the data active = activation above about 40%
# rCAG binder: molecules binding r(CAG) RNA repeats. inhibition, % at 3 µM. 370,000 tested, 1.3% active. AID 651821. r(CAG) RNA repeat, TO-PRO-1 dye displacement fluorescence;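 active = inhibition above the plate cutoff, the mean of all test compounds on that plate plus 3 SD, cut at about 35% in these data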;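 also: 0% = DMSO alone and 100% = 100 µM mitoxantrone as full dye displacement; higher means more dye released from RNA so lower well fluorescence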
# GC-B act: GC-B (human) receptor activation. P20594. HEK293-GC-B cells, CNP EC30, cGMP TR-FRET; 0% at EC30 CNP, 100% saturating CNP. activation, % at 10 µM. 370,000 tested, 0.11% active. AID 1920062;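 active = activation at 10 µM reaching about 35% in either raw or pattern-adjusted values, limit read from the data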
# Target sequence (P20594 whole entry, looked up): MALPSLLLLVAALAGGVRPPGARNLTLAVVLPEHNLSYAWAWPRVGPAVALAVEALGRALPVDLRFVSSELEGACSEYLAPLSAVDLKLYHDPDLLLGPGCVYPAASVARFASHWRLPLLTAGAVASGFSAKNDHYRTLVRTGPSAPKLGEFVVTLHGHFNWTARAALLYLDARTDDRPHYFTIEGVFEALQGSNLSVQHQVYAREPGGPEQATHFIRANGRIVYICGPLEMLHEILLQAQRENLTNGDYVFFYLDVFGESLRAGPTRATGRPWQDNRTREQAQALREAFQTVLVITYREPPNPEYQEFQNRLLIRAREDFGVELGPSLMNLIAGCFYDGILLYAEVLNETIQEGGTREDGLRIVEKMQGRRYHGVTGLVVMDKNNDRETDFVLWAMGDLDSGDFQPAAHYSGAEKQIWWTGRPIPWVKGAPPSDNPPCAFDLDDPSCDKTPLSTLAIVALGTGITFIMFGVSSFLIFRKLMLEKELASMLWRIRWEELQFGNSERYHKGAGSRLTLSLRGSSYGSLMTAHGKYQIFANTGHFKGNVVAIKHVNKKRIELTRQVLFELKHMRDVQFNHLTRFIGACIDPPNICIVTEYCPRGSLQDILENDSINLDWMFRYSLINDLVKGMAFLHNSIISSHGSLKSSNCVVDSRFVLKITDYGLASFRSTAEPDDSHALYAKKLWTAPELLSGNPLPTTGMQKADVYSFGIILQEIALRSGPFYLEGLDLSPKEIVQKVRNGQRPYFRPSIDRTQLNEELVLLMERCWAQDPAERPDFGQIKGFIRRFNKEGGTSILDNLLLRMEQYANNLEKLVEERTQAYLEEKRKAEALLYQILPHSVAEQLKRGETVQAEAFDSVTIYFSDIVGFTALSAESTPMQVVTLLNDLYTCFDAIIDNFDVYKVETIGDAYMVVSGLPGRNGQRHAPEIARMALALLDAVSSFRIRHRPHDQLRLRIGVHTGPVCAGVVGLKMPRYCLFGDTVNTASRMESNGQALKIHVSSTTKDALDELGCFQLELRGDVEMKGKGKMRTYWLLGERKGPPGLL
# ASAP1 inh: blocks human ASAP1-stimulated Arf1 GTP hydrolysis. GDP FP detection. AID 624377. Q9ULH1. inhibition, % at 16.5 µM. 360,000 tested, 0.19% active; in the data active = inhibition above about 25%;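 also: 0% = vehicle with enzyme and substrate and 100% = no enzyme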
# PG9 Ab binder: small molecules binding HIV-1 gp120 antibody PG9 | AID 624416 | inhibition, % at 6.7 µM | TR-FRET gp120-PG9 antibody binding | 360,000 tested, 0.43% active; in the data active = inhibition above about 8.5%
# mABHD4 FP: inhibitors of mouse ABHD4 | inhibition, % at 8.92 µM | Q8VD66 | purified mABHD4, FP-Rh probe fluorescence polarization | 370,000 tested, 0.54% active;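 active = inhibition exceeding the mean over every tested compound plus 3 SD, cut at about 30% in these data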;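 also: 0% = plate median of compound wells and 100% = S159A mutant with DMSO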
#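 Test system: mouse ABHD4 enzyme, wild type. Reagent: FP-Rh fluorescent activity-based probe, added after compound pre-incubation. Timing: pre-incubation 45 min, probe exposure 60 min, at 25 °C. Technique: FP readout, ex 525 nm / em 598 nm. Benchmarks: high control S159A mutant with DMSO, low control median of compound wells.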
# HTRA1 inhibitor: inhibitors of human serine peptidase HTRA1; Q92743; recombinant HTRA1, FP-rhodamine activity-based probe, fluorescence polarization; inhibition, % at 5.96 µM; 340,000 tested, 0.5% active; in the data active = inhibition above about 36%;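 also: 0% = enzyme with DMSO and 100% = wells lacking enzyme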
# SMARCA2 act: activators of SMARCA2 function; MG213 cells, MMTV-luciferase reporter, dexamethasone, overnight; activation, % at 9.1 µM; AID 652017; 370,000 tested, 1% active; in the data active = activation above about 7.8%;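 also: 0% = vehicle wells and 100% = reference activator wells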
# The depositor's hits bear a star; x = not tested or not shown. Compounds as they come; 4.4% or so of the library scored in one or more.
# Sequence of screens: Rev-erbA mod	ARFGAP1 inh	GC-A act	rCAG binder	GC-B act	ASAP1 inh	PG9 Ab binder	mABHD4 FP	HTRA1 inhibitor	SMARCA2 act
- c1ccc(C(c2ccccc2)c2noc(CN3CCC(c4ccncc4)CC3)n2)cc1
→ -1.1	6.1	-6.3	-4.2	-2.7	-1.9	-0.5	4.2	-7.1	-0.4
- CCN1CCN(CC(=O)Nc2sc3c(c2C#N)CCC3)CC1
→ -3.5	4.7	2.3	-1.1	1.8	16.5	0.2	7.5	-2.7	-0.6
- CCOC(=O)CNc1nnc(SCC(=O)OCC)[nH]c1=O
→ -6.5	7.4	-1.2	5.5	-0.9	6.5	-1.2	5.0	1.5	0.9
- CC1(C)CC(=O)C=C(Nc2cccc(C(F)(F)F)c2)C1
→ 14.1	-11.7	3.5	-2.6	2.5	-13.8	1.7	1.5	x	1.6
- CCCCN(CC)C(=O)c1ccc(Cl)c(Cl)c1
→ 6.9	1.0	-25.1	-5.5	-21.1	-16.3	0.8	2.9	-1.7	2.2
- Cc1cc(C)c(S(=O)(=O)NCC(c2cccnc2)N2CCN(Cc3ccccc3)CC2)c(C)c1 (configuration not stated)
→ 1.0	12.5	-8.2	-4.2	-6.3	-3.4	-0.4	-1.3	2.0	-3.8
- CCOc1ccc(NC(=S)N(CCN2CCOCC2)Cc2cc3cc4c(cc3[nH]c2=O)OCCO4)cc1
→ -0.7	-8.0	7.8	2.4	-7.4	-2.7	-0.4	1.0	-1.3	-0.1
- O=C(Nc1ccc(Cc2ccncc2)cc1)c1ccc([N+](=O)[O-])o1
→ -0.5	12.7	0.2	-1.0	-2.8	-3.5	-2.7	-1.9	-4.1	-0.3
- COc1ccc(N(CC(=O)NC(C)C)C(=O)CCC(=O)Nc2ccccn2)cc1
→ -7.9	1.2	1.7	-3.6	0.5	5.7	0.2	2.5	2.9	-4.6
- CC(=O)Nc1ccc(NC(=O)CSc2nccn2Cc2ccccc2)cc1
→ -0.9	2.2	-0.1	0.1	-2.4	0.5	1.2	-1.3	0.3	-1.9
- O=C(CSc1nnc(CNc2ccc(F)cc2)o1)N1CCCc2ccccc21
→ 1.6	11.8	-1.7	-0.8	1.4	-1.4	-1.5	-3.3	-5.9	-2.1
- CCOC(=O)C1=C(COC(=O)CCOc2ccc(C)cc2)NC(=O)NC1C (configuration not stated)
→ -6.6	4.5	1.1	-1.6	-2.2	-10.1	-0.4	1.2	3.4	4.8
- COc1cc(NC(=O)COC(=O)CO/N=C(\C)c2ccc3c(c2)OCO3)cc(OC)c1
→ 3.9	3.2	-5.3	3.2	-3.0	-2.9	1.8	6.7	-14.9	-2.1
- CC1CCN(C(=O)c2ccc3c(Cl)c4c(nc3c2)CCCC4)CC1
→ 4.9	3.1	1.5	-4.0	1.8	-3.8	-2.2	9.4	-11.2	6.3
- COc1ccc(CNc2oc(-c3cccc4ccccc34)nc2C#N)cc1
→ -3.9	6.4	18.2	10.7	2.1	2.4	3.6	-14.3	-78.0	1.6
- N#Cc1ccc(OCC(=O)Nc2nc(-c3cccnc3)cs2)cc1
→ -15.8	-1.0	-4.4	5.5	1.6	3.3	-0.1	-2.7	0.8	-2.6
- COc1ccc(-c2cc(C(=O)OCC(=O)N(C)C)c3ccccc3n2)cc1
→ 1.0	7.3	9.7	0.9	1.4	4.2	1.5	-5.1	-10.9	1.1
- Cc1ccc(F)cc1NC(=O)N1CCCN(C(=O)OC(C)(C)C)CC1
→ 2.1	6.2	4.0	-4.3	8.6	-5.0	1.5	-4.0	9.2	-3.7
- CCN(CC)S(=O)(=O)c1cc(NC(=O)COC(=O)CCC(=O)c2cccs2)ccc1C
→ -1.1	3.9	0.7	-2.1	-0.5	9.3	-0.8	6.9	-3.6	-2.4
- Cc1[nH]c2c([N+](=O)[O-])cccc2c1C
→ 4.0	-1.5	-1.9	1.7	4.2	10.1	0.4	1.4	-1.2	-0.3
- O=C(COC(=O)c1cccs1)Nc1ccccc1
→ -0.8	3.0	1.1	-1.7	5.8	-3.5	-0.1	3.7	3.8	-0.5
- O=C(COC(=O)c1cc(Cl)nc(Cl)c1)Nc1ccc(Cl)c(S(=O)(=O)N2CCOCC2)c1
→ -4.5	16.6	-4.8	5.6	-6.6	5.9	0.3	-5.8	-9.4	-4.3
- CCCn1nnc(NC(=O)c2cc(Br)ccc2OC)n1
→ -3.0	-4.3	2.4	-3.4	0.5	4.6	0.5	-0.4	0.1	-2.0
- O=C(NCc1ccc2c(c1)OCO2)c1cc2ncc(Br)cn2n1
→ -24.5	7.5	-0.7	3.9	0.1	13.2	-3.5	6.4	0.6	1.9
- C/C(=N\NS(=O)(=O)c1ccc(Cl)cc1)c1ccc(O)cc1
→ -1.4	-6.7	1.4	5.7	-0.4	-14.3	0.2	-5.9	-1.7	-1.7
- COc1cccc(Cn2cnc3c(NS(=O)(=O)c4cccc(Cl)c4Cl)c(C)c(C)cc32)c1
→ 3.8	3.2	-1.9	3.7	3.3	2.6	0.9	-2.5	-50.9	-2.9
- COc1ccc(-c2ccc(SCC(=O)NC3CCCCC3)nn2)cc1OC
→ -9.2	-12.9	4.9	0.3	5.6	-0.9	0.3	-5.6	1.6	8.5*
- CC(=O)N1CCN(c2ccc(NC(=O)c3ccc(C)c([N+](=O)[O-])c3)cc2)CC1
→ -0.8	-1.6	-3.1	1.2	-0.5	5.8	-1.9	-12.4	9.9	4.3
- Cc1ccc2cc(CCNS(=O)(=O)c3ccc(F)cc3)c(=O)[nH]c2c1C
→ 3.5	5.4	1.9	2.8	-1.3	0.5	0.6	0.0	4.4	-1.6
- CCOc1ccccc1N(CC(=O)NCc1ccccc1)C(=O)CCC(=O)Nc1cc(C)ccn1
→ 1.3	0.1	3.2	-3.2	2.6	-2.6	-2.4	-1.1	-0.6	3.4
- COc1c(NC=O)c2c(c([N+](=O)[O-])c1OC)C(=O)OC2
→ 7.2	-5.1	-2.5	3.1	-2.6	-2.6	1.5	-9.2	6.0	-3.1
- Cc1nn2c3cc(N4CCOCC4)ccc3nc2c2ccccc12
→ 0.2	3.6	0.8	2.1	-12.4	-12.7	-4.9	7.8	x	5.7
- O=S(=O)(c1cccc(S(=O)(=O)N2CCOCC2)c1)N1CCCCC1
→ -2.7	-0.9	4.7	-1.8	6.3	-23.7	1.3	4.7	-4.9	-3.2
- CC1(c2ccccc2)CC(=O)N(c2ccc(NC(=O)c3ccccn3)cc2Cl)C1=O (configuration not stated)
→ 0.4	x	-1.0	x	-6.1	x	x	-4.7	x	x
- Cc1ccc(C(=O)NC(=S)Nc2cccc(-c3nc4ccccc4s3)c2)cc1
→ 8.0	3.6	19.4	-0.6	6.4	-20.8	-0.1	2.6	2.9	0.6
- Cn1c(=O)c2[nH]c(C3CC=CCC3)nc2n(C)c1=O (configuration not stated)
→ 3.9	6.0	2.2	0.8	-1.5	1.8	-1.5	0.6	0.2	-2.7
- CCCc1cc(=O)[nH]c(SCC(=O)Nc2ccc(Cl)c(S(=O)(=O)N3CCOCC3)c2)n1
→ -7.5	5.3	-1.9	20.0	-2.5	4.5	-1.6	-10.6	-5.7	-5.0
- O=C(NCC1CCCO1)C(C(=O)c1ccc(F)cc1)n1ccccc1=O (configuration not stated)
→ -2.1	-6.3	-0.8	4.6	4.7	-5.9	1.5	3.0	3.6	4.6
- O=S(=O)(NCc1ccccc1)NCc1cccc(C(F)(F)F)c1
→ -3.1	-12.7	-2.0	-5.1	-0.1	6.7	1.0	-2.2	-3.0	2.2
- Cc1csc(NC(=O)CSc2nnc(Cn3c(=O)sc4ccccc43)n2-c2ccccc2)n1
→ 2.6	5.0	-6.2	6.4	1.9	-24.0	0.1	1.8	-17.2	0.8
- COC(=O)N(C)C[C@H]1OCc2cnnn2CCCC(=O)N([C@@H](C)CO)C[C@H]1C
→ -9.1	6.5	4.3	0.7	0.6	-14.2	0.3	5.7	1.7	-2.8
- Cc1cccc(CC(=O)Nc2cccnc2)c1
→ 9.2	-1.1	-6.0	5.7	-1.0	-3.9	-0.8	5.0	5.8	-2.5
- Cc1nc(C(=O)NCc2ccccc2)sc1C1(C)CC(c2cccnc2)=NO1 (configuration not stated)
→ 5.4	-2.6	-5.9	0.7	2.0	4.4	1.7	-6.0	-2.2	-2.5
- COc1ccc(CCC(=O)N2CCN(c3ccccc3)CC2)cc1OC
→ -0.6	-11.4	-1.6	-4.5	2.6	-1.5	1.1	0.3	12.2	-1.4
- CN1CCN(C(=O)Nc2ccccc2)CC1
→ -3.7	-10.3	-0.2	-1.0	3.6	2.4	0.5	3.0	-4.1	-5.4
- CCOc1c(Cl)cc(/C=N/NC(N)=S)cc1OC
→ -5.3	-2.4	-16.5	-1.5	-6.0	3.0	-1.6	2.0	-1.0	0.9
- CCCCN(C(=O)CSc1nc2ccccc2n1CC)C1CCS(=O)(=O)C1 (configuration not stated)
→ -0.6	-4.8	-2.0	-1.0	-5.9	8.3	3.0	1.9	2.5	0.1
- COc1ccc([C@@H]2C[C@H]3[C@@H](CN2S(=O)(=O)c2ccccc2)C(=O)C[C@@H](c2ccc(OC)cc2)N3S(=O)(=O)c2ccccc2)cc1
→ 2.5	10.0	4.1	14.0	-0.1	-4.1	1.5	6.0	x	3.8
- CCOC(=O)c1c(C)[nH]c(N=Nc2ccc(C)cc2)c1C
→ 5.0	-5.0	3.4	6.9	-0.6	18.4	-1.6	-2.1	-8.9	-1.1
- C=CCOC(=O)C(CO)NC(=O)CCCC(=O)O (configuration not stated)
→ 1.5	x	-0.3	1.9	0.4	x	x	-0.8	x	1.0
- Cc1ccc2c(c1)CCCN2C(=O)c1ccncc1
→ -0.3	-13.7	0.9	-7.5	0.1	-2.8	-0.5	4.8	3.2	-2.5
- O=C(CCN1CCCCO1)N1CCCC(Nc2ccc(F)cc2)C1 (configuration not stated)
→ -4.0	0.3	0.5	-3.5	-0.6	2.1	-1.9	3.8	-6.4	-1.3
- O=C1O/C(=C\C(=O)N2CCOCC2)c2ccccc21
→ -2.0	12.0	-2.8	-0.8	-1.8	-2.9	-0.4	-0.9	-15.9	-0.1

# Screening results (PubChem BioAssay)
